Screening results (PubChem)
KCNQ2 inh – KCNQ2 potassium channel inhibitors, primary screen, cell-based, CHO-K1, FluxOR thallium flux, B-score (AID 2156). Potassium voltage-gated channel subfamily KQT member 2 (Rattus norvegicus), O88943. 20 min; active compounds read low. B-score at 10 µM. 310,000 tested, 1.1% active;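 active = fluorescence ratio B-score at most minus 3 library SDs, with starting brightness B-score within 2 library SDs, cut at about -5.5 in these data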
Target sequence (O88943 whole entry, looked up): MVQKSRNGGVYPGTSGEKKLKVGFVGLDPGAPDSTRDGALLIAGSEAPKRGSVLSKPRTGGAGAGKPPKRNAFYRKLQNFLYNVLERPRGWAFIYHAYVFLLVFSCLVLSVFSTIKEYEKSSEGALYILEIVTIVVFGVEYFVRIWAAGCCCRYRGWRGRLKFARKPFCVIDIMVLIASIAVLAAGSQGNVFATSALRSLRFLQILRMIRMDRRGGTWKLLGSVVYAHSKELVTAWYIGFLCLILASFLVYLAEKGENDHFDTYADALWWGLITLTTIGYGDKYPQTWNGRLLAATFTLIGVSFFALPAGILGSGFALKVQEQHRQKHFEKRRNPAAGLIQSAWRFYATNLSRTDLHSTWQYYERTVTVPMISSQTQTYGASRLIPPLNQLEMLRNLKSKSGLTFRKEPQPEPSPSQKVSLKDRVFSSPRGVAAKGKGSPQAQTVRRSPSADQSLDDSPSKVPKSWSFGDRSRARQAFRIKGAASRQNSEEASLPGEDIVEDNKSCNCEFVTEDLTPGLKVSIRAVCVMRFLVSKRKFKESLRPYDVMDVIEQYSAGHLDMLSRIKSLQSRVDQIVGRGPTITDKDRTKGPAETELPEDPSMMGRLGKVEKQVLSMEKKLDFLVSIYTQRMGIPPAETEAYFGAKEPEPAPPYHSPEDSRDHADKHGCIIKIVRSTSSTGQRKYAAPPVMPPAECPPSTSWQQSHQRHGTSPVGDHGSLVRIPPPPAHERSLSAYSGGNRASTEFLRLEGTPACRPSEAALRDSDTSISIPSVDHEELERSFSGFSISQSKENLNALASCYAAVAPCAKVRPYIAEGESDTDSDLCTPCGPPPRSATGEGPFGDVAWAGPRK
CHT inh – inhibitors of human choline transporter CHT. CHT-expressing cells, membrane potential dye, choline response; active compounds read low. 310,000 tested, 0.86% active. B-score at 10 µM. High affinity choline transporter 1 (Homo sapiens), Q9GZV3;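 active = B-score over 3 SD under the library average, and starting fluorescence ratio not unusually high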;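 also: choline stimulus applied at its EC90 after an EC20 pre-addition; B-score computed on integrated fluorescence ratio after choline addition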
Kir21 block – inhibitors of mouse Kir2.1 inward-rectifier potassium channel | AID 1672, 2009 | HEK293-Kir2.1, FluxOR thallium flux fluorescence; active compounds read low | B-score at 10 µM | 310,000 tested, 0.85% active;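 active = fluorescence ratio B-score at or below minus 3 SD of library scores, with starting-brightness B-score within 2 SD, cut at about -4.2 in these data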;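 also: channel flux triggered by added potassium and thallium sulfate stimulus; B-score of peak minus minimum fluorescence over baseline after thallium stimulus; more negative B-score means stronger Kir2.1 block with less thallium influx; some compounds called inactive have numbers as strong as hits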
An asterisk follows results filed as active; i = inactive; · = not tested or not shown.

SMILES | KCNQ2 inh | CHT inh | Kir21 block
CC(=O)c1ccc(-n2c(C)c(C(C)=O)c3cc(O)ccc32)cc1 | i | i | 0.52
CCOC(=O)c1c(N)sn(-c2ccccc2)c1=S | i | i | 0.84
COc1ccc(S(=O)(=O)NCC2CCC(C(=O)N3CCC4(CC3)OCCO4)CC2)cc1 (stereo not given) | i | · | 0.14
CCCCN(C)C(=O)CC(NS(=O)(=O)c1ccc(NC(C)=O)cc1)C(C)C (stereo not given) | i | i | 1.2
CC(C)(C)c1cc(C(=O)N/N=C/c2ccccc2O)n(-c2ccccc2)n1 | i | i | -0.19
Nc1nc(SCC(=O)Nc2ccc(Cl)cn2)n[nH]1 | i | i | -0.02
O=C(N/N=C/c1ccncc1)c1ccccc1OCc1ccc(Br)cc1 | i | i | -0.74
O=C(O)CCC(=O)NCCn1c(-c2ccccc2)csc1=Nc1ccccc1 | i | i | -2.2
O/N=C\c1cccn1-c1ccc(Br)cc1 | i | i | -0.16
CS(=O)(=O)N1CCC(C(=O)Nc2cccc(C(F)(F)F)c2)CC1 | i | i | 1.3
COc1ccc(C(C)=O)cc1COc1cc(C)c(Cl)c(C)c1 | i | i | -0.27
Cn1c(=O)cc2c3c(c(N4CCCCC4)ccc31)C(=O)c1ccccc1-2 | i | i | -1
CCOC(=O)c1c(-c2ccccc2)nc2ccc(Cl)cn12 | i | i | 2.1
CCN(CC)CCNC(=O)Cc1nn(CC)c(=O)c2ccccc12 | i | i | -0.28
CCOC(=O)c1ccc2c(c1)n(CCO)c(C)[n+]2CC | i | i | -1.1
Cc1cccc(Cl)c1NC(=O)N1CCCN(c2nc3ccc(Cl)cc3s2)CC1 | i | i | -2.4
CCCCOc1ccc(OCCNS(=O)(=O)N(C)C)cc1 | i | i | 0.03
CCOC(=O)c1sc(=S)n(C)c1NC(=O)c1ccc(F)cc1 | i | i | -0.25
CC(=O)Nc1ccccc1-c1nc2ccccc2nc1OCC(=O)c1ccc(Br)cc1 | i | i | 1.4
CCC(C)NC(=O)CN1c2cccc3cccc(c23)S1(=O)=O (stereo not given) | i | i | -2.3
N#CCCN(C(=O)COC(=O)COc1ccc(Cl)cc1)c1ccccc1 | i | i | -0.37
CC(=O)Nc1ccc(OCC=C(Cl)Cl)cc1 | i | i | -2
Cc1cccc(C)c1N(CC(=O)Nc1cc(Cl)ccc1Oc1ccccc1)S(C)(=O)=O | i | i | -2.8
CC(C)[C@H](NS(=O)(=O)/C=C/c1ccccc1)C(=O)OCC(=O)NC(N)=O | i | i | 0.47
Cc1ccccc1C(OCC(O)CN1CCC(C(N)=O)CC1)c1ccccc1 (stereo not given) | i | i | 0.71
COc1ccc(CCNC(=O)c2cc([N+](=O)[O-])ccc2N2CCOCC2)cc1 | i | i | -1.5
CC(CO)Nc1nc(SCc2ccccc2)nc2sc3c(c12)CCC3 (stereo not given) | i | i | 0.38
Cc1ccc(S(=O)(=O)N(C)C)cc1NC(=O)CSc1ncn[nH]1 | i | i | 0.14
COc1cc(/C=C/CN2CCN(CCC(C)C)C(CCO)C2)ccc1O (stereo not given) | i | i | 0.26
c1ccc(-c2cc(-c3ccc(N4CCOCC4)cc3)nc3ccccc23)cc1 | i | i | -0.08
Cc1nn(-c2ccc(C(F)(F)F)cn2)c(C)c1Oc1ccccc1O | i | i | 1.4
Fc1ccc(NC(=S)NCc2ccccc2Cl)cc1 | i | i | 0.39
CCOC(=O)/C(=C/c1c[nH]c2ccccc12)NC(C)=O | i | i | 0.06
CCc1cccc2c(C(=O)CN3C(=O)NC4(CCc5ccccc54)C3=O)c[nH]c12 (stereo not given) | i | i | 0.78
CC(O)CNc1nc(NCc2ccccc2)c2cnn(C)c2n1 (stereo not given) | i | i | 0.53
COc1ccc(CN2C(=O)CCC2(C)C(=O)NC2CCCCC2)c(OC)c1 (stereo not given) | i | i | 0.71
O=C(c1ccco1)N1CCCC(c2nc3c(nnn3Cc3cccc(Cl)c3)c(=O)[nH]2)C1 (stereo not given) | i | i | -0.24
Cc1ccc2c(c1)CC(C)N2S(=O)(=O)c1nnc(NC(=O)CC(C)C)s1 (stereo not given) | i | i | 0.18
O=C(O)/C=C\C(=O)NCc1ccccc1 | i | i | 1
O=C1C2CC(O)CN2C(=O)N1c1ccccc1 (stereo not given) | i | i | 2.7

Fetched by compound from the list above (five):
SMILES | KCNQ2 inh | CHT inh | Kir21 block
CC(=O)Nc1ccc(OCC=C(Cl)Cl)cc1 | i | i | -2
COc1ccc(CN2C(=O)CCC2(C)C(=O)NC2CCCCC2)c(OC)c1 (stereo not given) | i | i | 0.71
Cc1ccccc1C(OCC(O)CN1CCC(C(N)=O)CC1)c1ccccc1 (stereo not given) | i | i | 0.71
CCc1cccc2c(C(=O)CN3C(=O)NC4(CCc5ccccc54)C3=O)c[nH]c12 (stereo not given) | i | i | 0.78
c1ccc(-c2cc(-c3ccc(N4CCOCC4)cc3)nc3ccccc23)cc1 | i | i | -0.08

Remaining list, next part:
SMILES | KCNQ2 inh | CHT inh | Kir21 block
COc1ccc(CCNC(=O)C2CCCN(c3ncccn3)C2)cc1 (stereo not given) | i | i | -0.02
CC1CC1C(=O)Nc1nc(-c2ccccn2)cs1 (stereo not given) | i | i | 1.2
CC(C)C[C@H](N)C(=O)N1CCC(C(=O)N[C@H](C(=O)NC(C)c2ccccc2)C(C)C)CC1 (stereo not given in full) | i | i | -0.66
Cc1cc(C)c(S(=O)(=O)N(C)CC(=O)NCc2ccncc2)c(C)c1 | i | i | -1.1
S=C1NCN(C2CCCCC2)CN1CCc1ccccc1 | i | i | -1
S=C(N/N=C/c1ccc2ncccc2c1)Nc1ccccc1 | i | i | 0.43
CN1CCN(Cc2c(O)ccc3c2oc(=O)c2ccccc23)CC1 | i | i | -1.5
CCOc1cc2[nH]c(=O)n(Cc3ccccc3)c(=O)c2cc1OCC | i | i | -0.19
O=C(N/N=C/c1cccn1-c1cccc(C(=O)O)c1)Nc1ccccc1 | i | i | -0.33
CC(=O)c1sc2nc(-c3ccccc3)cc(C)c2c1N | i | i | -1.1
COc1ccc(N2C(=O)CSC23C(=O)N2CCCc4cccc3c42)cc1 (stereo not given) | i | i | -2.7
O=C(CCCn1c(=S)[nH]c2ccsc2c1=O)NC1CCCCC1 | i | i | -0.43
CSc1cccc(NC(=O)CCNS(=O)(=O)c2ccc3[nH]c(=O)oc3c2)c1 | i | i | -0.02
Cc1ccccc1C(=O)c1cccn1CC(=O)NCc1ccco1 | i | i | -0.08
O=C(NCC(=O)N(c1ccccc1)C(C(=O)NC1CCCC1)c1ccncc1)c1ccco1 (stereo not given) | i | i | 2.4
COc1ccc(S(=O)(=O)n2nc(OC(=O)c3cccs3)cc2NC(=O)c2cccs2)cc1 | i | i | 1.2
Cc1ccc(S(=O)(=O)ON=C2CCN(S(=O)(=O)c3ccccc3)CC2)cc1 | i | i | -0.47
CC(=O)N1CCN(S(=O)(=O)c2cccc(C(=O)Nc3ccc(F)c(F)c3)c2)CC1 | i | i | -0.15
CCc1nc(=O)c(-c2ccccc2)c(C)n1-c1ccccc1 | i | i | 1.9
CCOC(=O)Cc1csc(NC(NC(=O)OCC)(C(F)(F)F)C(F)(F)F)n1 | i | i | 1.4

One compound at a time, from the list above:
`CSc1cccc(NC(=O)CCNS(=O)(=O)c2ccc3[nH]c(=O)oc3c2)c1` across the screens: KCNQ2 inh: i; CHT inh: i; Kir21 block: -0.02
`CCC(C)NC(=O)CN1c2cccc3cccc(c23)S1(=O)=O` (stereo not given) across the screens: KCNQ2 inh: i; CHT inh: i; Kir21 block: -2.3
`COc1ccc(C(C)=O)cc1COc1cc(C)c(Cl)c(C)c1` across the screens: KCNQ2 inh: i; CHT inh: i; Kir21 block: -0.27

The listing continues.
SMILES | KCNQ2 inh | CHT inh | Kir21 block
COc1ccc(C)cc1S(=O)(=O)N(CC(=O)Nc1cc([N+](=O)[O-])ccc1C)c1ccc(C)c(C)c1 | i | i | 0.48
CCC1CCCCN1C(=O)CCn1ccnc1 (stereo not given) | i | i | 0.19
CC(=O)Nc1cc(C(=O)c2ccccc2)ccc1N1CCOCC1 | i | i | 0.05
COc1ccc(Nc2cc(Cl)nc(N)n2)cc1OC | i | i | 0.28
O=C(O)c1ccc([N+](=O)[O-])c2c1C(=O)c1ccccc1C2=O | i | i | -0.61
CC(Oc1cccc(Br)c1)C(=O)N1CCCN(C)CC1 (stereo not given) | i | i | 0.7
Cc1ccc(NC2c3ncccc3C(=O)N2C2CCCCC2)cc1 (stereo not given) | i | i | 0.01
CC1(C)CC(=O)C2=C(C1)OC(/N=C/N1CCOCC1)=C(C#N)C2c1ccccc1 (stereo not given) | i | i | 2.1
COc1ccc2ccccc2c1/C=N/NC(=O)c1cc(C)[nH]n1 | i | i | -0.9
CNc1c(NC(=O)c2ccc3c(c2)OCO3)c(=O)oc2ccccc12 | i | i | 0.83
O=S(=O)(Nc1ccc(N2CCOCC2)cc1)c1ccc(F)cc1F | i | i | -0.18
O=C(CCSc1ccc(F)cc1)Nc1ccc(-n2cnnn2)cc1 | i | i | -0.62
O=C(CC1SCCNC1=O)Nc1ccc(F)c(Cl)c1 (stereo not given) | i | i | -0.29
CN1CC(=O)Nc2ccc(F)cc2C1=O | i | i | -0.18
O=C(CN1CCCC1)Nc1ccc(S(=O)(=O)N2CCCCC2)cc1 | i | i | 0.03
O=C(CCc1ccccc1)C(=O)N1CCCC(C(=O)c2cccc(Cl)c2)C1 (stereo not given) | i | i | -0.48
CCc1ccccc1NC(=O)CCNS(=O)(=O)c1ccc2c(c1)CCC(=O)N2 | i | i | 0.51
NC(=O)NC(=O)COC(=O)CN1C(=O)C2CCCCC2C1=O (stereo not given) | i | i | 0.51
Cc1c(NC(=O)COC(=O)Cc2ccc(F)cc2)c(=O)n(-c2ccccc2)n1C | i | i | -1.3
CC(=O)c1nn(-c2ccc(Br)cc2)cc1C(=O)c1ccccc1 | i | i | -0.56
CCC1CN(C(=O)N2CCC(C(=O)NCCc3ccc(OC)cc3OC)CC2)c2ccccc2O1 (stereo not given) | i | i | -0.24
COc1ccc(/C=C/C(=O)Nc2cc(C)nn2-c2nc3ccccc3[nH]2)cc1 | i | i | -0.82
Cc1ccc(-n2ncc3c(=O)[nH]c(SCC(=O)N4CCOCC4)nc32)cc1 | i | i | 0.62
CCOc1ccc(CCNC(=O)CCc2nc3ccccc3[nH]2)cc1OCC | i | i | -0.74
Cc1ccc(NCN2C(=O)C3C4C=CC(C4)C3C2=O)cc1 (stereo not given) | i | i | -0.01
CC(C(=O)Nc1ccccc1)N1CCN(c2ccccn2)CC1 (stereo not given) | i | i | 2.8
CCCOc1ccc(CN(C)c2ncnc(N)n2)cc1 | i | i | 0.62
CCC(CC)C(=O)OCC(=O)Nc1ccc(S(=O)(=O)N2CCOCC2)cc1OC | i | i | -0.21
CC1=NNC(=O)C1CC(=O)N/N=C/c1ccncc1 (stereo not given) | i | i | -0.26
Cc1ccnc(NC(=O)CNC(=O)c2ccco2)c1 | i | i | 0.11
COc1ccccc1N1CCN(C(=O)CN(c2ccc(C)c(C)c2)S(C)(=O)=O)CC1 | i | i | -0.79
O=C(Nc1nnc(S(=O)(=O)N2CCOCC2)s1)c1ccc(F)cc1 | i | i | 1.8
COC(=O)/C=C1\OC(c2ccccc2)=CC1=O | -13* | i | -10*
O=C(Nc1ccccc1)Nc1ccccc1-n1ccnc1 | i | i | 0.55
O=C(Cn1cncn1)N/N=C/c1c2ccccc2cc2ccccc12 | i | i | -0.34
CC1(C)C([N+](=O)[O-])C(c2ccc(O)cc2)NC(c2ccc(O)cc2)C1[N+](=O)[O-] (stereo not given) | i | i | -0.85
O=C(Nc1ccc(Br)c(Br)c1)C1CCCO1 (stereo not given) | i | i | 1.4
NC(N)=N/N=C/c1ccc(OCc2ccc(Cl)cc2)cc1 | -9.6* | i | -9.8*
CCCCNC(=O)CCc1c(C)nc2c(c(C)nn2-c2ccccc2)c1C | i | i | -0.91
O=C(N/N=C/c1c(O)n(Cc2ccccc2)c(=O)c2ccccc12)c1cccnc1 | i | i | -3.5

Kir21 block: what is marked active above
SMILES | KCNQ2 inh | CHT inh | Kir21 block
COC(=O)/C=C1\OC(c2ccccc2)=CC1=O | -13* | i | -10*
NC(N)=N/N=C/c1ccc(OCc2ccc(Cl)cc2)cc1 | -9.6* | i | -9.8*

Next entries follow:
SMILES | KCNQ2 inh | CHT inh | Kir21 block
COc1ccc(C(C)=O)cc1CSC(=N)N | i | i | 0.16
O=C(CN1C(=O)NC2(CCCC2)C1=O)Nc1ccc(S(=O)(=O)N2CCOCC2)cc1 | i | i | 0.86
CCOC(=O)C(Cc1ccc(N)cc1)N1C(=O)c2ccccc2C1=O (stereo not given) | i | i | 0.67
CCn1c(=O)c2cc(C(=O)NCCN3CCOCC3)sc2c2ccccc21 | i | i | 0.11
O=C(CCc1nnc(COc2ccccc2)o1)NC1(c2ccccc2)CC1 | i | i | -0.79
O=C(c1cccs1)N1CCN(Cc2cn[nH]c2-c2ccc(F)cc2F)CC1 | i | · | -1.9
COc1cccc(-c2nc(-c3ccc(NC(=O)c4cccs4)cc3)no2)c1 | i | i | -2.3
Cc1ccc(N(CCC(=O)O)S(=O)(=O)c2cccc(C(F)(F)F)c2)cc1 | i | i | 1.6
Cn1c(=O)c2c(=O)cc(NNC(=O)C(C)(C)C)[nH]c2n(C)c1=O | i | i | 0.01
